High-throughput results deposited in PubChem BioAssay by several laboratories.
West Nile virus CPE: inhibition of WNV-induced cytopathic effect – cell-based, CPE readout (AID 1621); hit rate 0.02% among 290,000; West Nile virus-infected cells, CPE inhibition; higher % means a stronger effect; CPE inhibition, % at 10 µM, or IC50 in µM where a hit was titrated; in the data active = a potency from the dose series; also: strong numbers were not always called active
T cell HTS: T cell immune modulation candidate; calls only at 7 µM; hit rate 0.068% among 330,000; 2C CD8+ T cell-vesicle binding, flow cytometry; hits give low values;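 active = response, share of CD8 T cells binding vesicles, and their 90th percentile fluorescence all below set limits, cut at about 80% in these data, passing the limit was not always enough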
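Assay system: 2C TCR transgenic mouse naive CD8+ T cells, MACS-purified | Read-out: CD8+ gate FL2 mean fluorescence as % of same-row positive control | Signal: High-throughput flow cytometry with anti-B7-1 and anti-CD8 staining | Timing: Binding step 1.5 h, 37 °C, antibody labelling 20 min, ice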
Myeloid diff 2: compounds promoting myeloid differentiation; ER-HoxA9 myeloid progenitors, lysozyme-GFP differentiation, flow cytometry; calls only at 10 µM; hit rate 1% among 360,000; AID 624256;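 active = normalized GFP-positive differentiation at or above the plate's own cutoff, the solvent-only control mean plus 3 SD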;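 also: cells exposed to compound for four days before flow analysis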
MT stabilizer: stabilizes microtubules in HeLa cells | AID 2205 | % tubulin-high responders, % at 10 µM | hit rate 0.83% among 200,000 | HeLa tubulin immunostaining HCS, 24 h; share of cells brighter than vehicle mean+2SD;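 active = plate Z-score above 3 for both tubulin-high and condensed-nucleus cell shares, with cell loss under 80%, at 10 µM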;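 also: anti alpha tubulin signal scored within the nucleus-defined area of each cell; some results filed as inactive read as strong as hits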
Ins promoter up: MIN6 insulin promoter up-regulation. MIN6 insulin promoter-GFP reporter, high-content imaging; hits give high values. z-score at 5 µM. hit rate 0.3% among 190,000;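 active = z-score above 3 at 5 µM with at least 500 cells counted in the well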
bCat nuc transl: modulators of beta-catenin nuclear translocation; HeLa beta-catenin nuclear translocation, immunofluorescence imaging; nuclear translocation activity, % at 5 µM; hit rate 0.3% among 190,000; AID 1665;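 active = nuclear translocation activity above 50% at 5 µM, with a well cell count of 50 or more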;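 also: per-cell ratio of nuclear to cytoplasmic median beta-catenin stain intensity; plate controls were DMSO negative control for no effect and GSK-3 inhibitor IX positive control for full effect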
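test system = HeLa cells, endogenous beta-catenin | dosing = single 5 µM dose plus 0.02–20 µM confirmation series | times = compound treatment 24 h, 37°C, 5% CO2 | technique = beta-catenin immunofluorescence imaging with DAPI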
WT yeast gro inh: growth inhibition of WT yeast, mitochondrial fusion screen; mitochondrial fusion phenotypic screen, WT strain; inhibition, % at 10 µM; hit rate 2.1% among 190,000; in the data active = inhibition above about 58%; tested in S. cerevisiae
Autophagy mod: alters autophagy in cells; MEF GFP-LC3 puncta imaging; test concentration mostly 10 µM; calls only at 10 µM (by protocol); hit rate 0.98% among 190,000;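 active = percentage of spot-positive cells more than 3 SD above its plate mean, without a fluorescence outlier flag or 80% toxicity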;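 also: spot-positive cell cutoff set from DMSO-treated cells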
Lipid droplet: modulators of hepatic lipid droplet formation; AML12 mouse hepatocytes, oleate lipid droplets, BODIPY imaging; inhibition, % at 6.5 µM; hit rate 0.4% among 240,000; AID 1656;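 active = lipid droplet intensity inhibited by at least 50%, with more than 500 cells counted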
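Assay system: AML12 mouse liver cells | Compound dosing: One dose, 6.5 µM compound | Read-out basis: Droplet intensity reduction, % inhibition | Measured by: Fluorescence imaging, 20x objective, two fields per well | Schedule: Overnight treatment with compound plus oleate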
WT yeast gro inh mutant strain: also measured in WT yeast gro inh; calls as there; inhibition, %; mitochondrial fusion phenotypic screen, mutant strain inhibition
Ins promoter up cell count: further read-out of Ins promoter up, marked with its call; cell count; measured here: cytotoxicity, nuclei count;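 total cells summed across four imaged fields per well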
Lipid droplet cells 6.5 µM: also measured in Lipid droplet; calls as there; cell count; measured here: cell count, cytotoxicity flag;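 cells counted across two imaged fields per well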
bCat nuc transl cell count 5 µM: also measured in bCat nuc transl; calls as there; cell count; measured here: cell count, cytotoxicity flag
T cell HTS vesicle-bound %: also measured in T cell HTS; calls as there; double positive events, %; measured here: CD8+ vesicle-bound cell fraction;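 binding gate set so that unloaded-vesicle control wells show 10% double positive cells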
MT stabilizer Hoechst-high %: also measured in MT stabilizer; calls as there; % Hoechst-high responders; measured here: nuclear condensation Hoechst responders;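 share of cells brighter than vehicle mean plus two SD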
MT stabilizer cytotoxicity %: further read-out of MT stabilizer, marked with its call; toxicity, %; measured here: cytotoxicity by cell density;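 0% = mean cell density of plate MIN control wells and 100% = no cells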
Autophagy mod cell loss 18 h: recorded beside Autophagy mod, whose call it bears; toxicity, %; measured here: cell loss, nuclei count;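 cell loss after 18 h compound exposure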
Myeloid diff 2 GFP+ MAC1+ %: also measured in Myeloid diff 2; calls as there; GFP+ MAC1+ double positive, %; measured here: differentiation confirmed by MAC1 staining
An asterisk follows results filed as active; i = inactive; · = no result given.

SMILES	West Nile virus CPE	T cell HTS	T cell HTS vesicle-bound %	Myeloid diff 2	Myeloid diff 2 GFP+ MAC1+ %	MT stabilizer	MT stabilizer Hoechst-high %	MT stabilizer cytotoxicity %	Ins promoter up	Ins promoter up cell count	bCat nuc transl	bCat nuc transl cell count 5 µM	WT yeast gro inh	WT yeast gro inh mutant strain	Autophagy mod	Autophagy mod cell loss 18 h	Lipid droplet	Lipid droplet cells 6.5 µM
CCOC(=O)CSc1nc2ccccc2c(=O)n1CCCCCC(=O)NCc1ccco1	1.4%	i	10	i	0.6	4.2	2.1	21	0.57	1393	-2.5	929	14	19	i	31	·	·
CCc1nnc(NC(=O)CCC(=O)N2CCCC2)s1	0.1%	i	22	i	0.6	2.4	2.7	5.2	0.3	1059	-1.0	1221	13	-3	i	4	·	·
Clc1ccccc1-c1nnc2sc(CCc3ccccc3)nn12	-0.2%	i	40	i	3.8	2.6	1.2	9.5	-0.37	1617	-1.0	1127	29	17	i	-9	6	525
Cc1cc(C)c(S(=O)(=O)n2cnc3ccccc32)c(C)c1	0.1%	i	27	i	1.5	2.1	1.3	12	0.41	881	·	·	-9	4	i	-10	-1	763
Cc1ccc(Cc2cnc(NC(=O)/C(C#N)=C/c3ccc(-c4ccc([N+](=O)[O-])cc4)o3)s2)cc1	0.3%	i	53	i	0.9	2.9	1.5	5.7	0.93	2029	-1.9	1132	-10	-15	i	-30	7	715
Fc1ccc(C2=Nn3c(nnc3-c3n[nH]c4c3CCC4)SC2)cc1	1.5%	i	57	i	0.0	6.9	2.9	5.6	-0.17	1046	2.9	1161	11	18	i	11	·	·
COc1ccc(-n2cnnc2SCc2cnc(-c3ccccc3)s2)cc1	1.1%	i	30	i	2.0	7.0	4.0	6.3	0.16	1073	-0.6	1227	0	7	i	9	·	·
Cc1ccc(SCc2cn3c(C)cc(C)nc3n2)cc1	0.5%	i	41	i	0.8	·	·	·	-0.27	1175	-0.1	1234	·	·	·	·	5	677
O=C(NCc1ccccc1)c1ccc(CNc2c(N3CCCC3)c(=O)c2=O)cc1	0.9%	i	30	i	0.3	·	·	·	-0.18	941	-0.1	1358	·	·	·	·	-2	690
C=CCn1c2ccccc2c2nnc(SCC(=O)NC(C(=O)OC)C(C)C)nc21 (stereo unspecified)	-0.8%	i	42	i	1.3	1.9	1.6	4.4	0.73	1248	·	·	31	17	i	0	15	714
CC[C@H](C)[C@@H](C(=O)N1CCNCC1)n1cc([C@@H](N)Cc2ccc(O)cc2)nn1	0.1%	i	12	i	1.7	1.7	0.7	6.7	0.4	1399	-0.4	1173	-1	9	i	-10	-2	670
COC(=O)c1ccc(C(=O)OC)c(NC(=O)CSCC(=O)O)c1	-0.5%	i	28	i	0.8	·	·	·	·	·	0.3	1060	·	·	·	·	-4	720
OC[C@H](O)[C@H](O)[C@@H](O)[C@@H](O)[C@@H]1SC(c2ccccc2)=NN1c1ccccc1	-0.2%	i	15	i	0.5	·	·	·	-0.67	1123	0.2	1274	·	·	·	·	-11	578
CN(C)S(=O)(=O)c1cccc(-c2cn3cc(Cl)ccc3n2)c1	0.5%	·	·	i	0.4	2.2	2.3	7.6	·	·	·	·	10	4	i	-7	6	795
Cc1cccc(C(=O)NC(=O)Nc2c(C)cc(C)nc2C)c1	-1.4%	i	52	i	0.9	2.5	1.8	20	-0.77	1242	-2.3	1058	13	8	i	-8	-1	685
O=C(OCc1ccccc1)C1=NNC2C(=O)N(c3ccccc3)C(=O)C12 (stereo unspecified)	·	i	60	i	0.5	2.8	2.8	7.9	0.17	1325	-0.8	965	-3	5	i	4	-1	560
C/C(CCc1ccco1)=N\NC(=O)CNc1cccc2ccccc12	1.3%	i	55	i	0.3	2.3	3.6	3.8	-0.14	1207	-0.5	1075	7	10	i	-3	4	597
CCOC(=O)CC(NC(=O)c1cc2cc(Br)ccc2oc1=O)c1cccc([N+](=O)[O-])c1 (stereo unspecified)	-0.2%	i	50	i	1.2	2.4	2.6	6.6	0.13	1515	-0.6	1074	6	6	i	14	7	649
Cc1cc2c(cc1S(=O)(=O)C(C)CC(=O)NCc1ccco1)OCC(=O)N2 (stereo unspecified)	0.1%	i	25	i	0.9	·	·	·	·	·	·	·	·	·	·	·	-16	699
CCCSc1nc2c(c(=O)[nH]c(=O)n2C)n1CC(O)COc1ccccc1 (stereo unspecified)	-0.9%	i	25	i	1.1	·	·	·	-0.7	1360	1.3	1309	·	·	·	·	5	704
CCCC(C)NC(=O)CSc1nc2ccc(C)cc2[nH]1 (stereo unspecified)	-0.8%	i	46	i	0.1	2.5	2.1	6.9	-0.08	1409	-1.3	1112	5	-24	i	12	2	694
CCN1CCC2(CC1)N=C(c1ccc(F)cc1)C(=S)N2	0.4%	i	46	i	0.6	6.4	1.5	5.9	·	·	-1.8	1172	2	5	i	4	1	685
O=c1cc(CSc2nnnn2-c2ccc(O)cc2)nc2sccn12	-0.5%	i	31	i	0.2	4.0	1.3	2.4	-0.33	1653	1.7	1016	2	11	i	15	16	647
COc1cc(/C=C/C(=O)OCC(=O)N2CC3(C)CC2CC(C)(C)C3)ccc1O (stereo unspecified)	-1.3%	i	45	i	0.8	3.3	2.8	9.7	0.19	1396	-1.4	933	6	-16	i	-1	5	648
COc1ccccc1C(=O)NCCn1cc(SCC(=O)NCc2ccco2)c2ccccc21	0.2%	i	61	i	4.9	3.5	1.7	7.4	·	·	-1.0	1269	-4	8	i	3	-41	687
CS(=O)(=O)N(Cc1ccc(F)cc1)Cc1nc2ccccc2c(=O)[nH]1	0.2%	i	14	i	0.2	1.0	1.1	3.8	0.04	1278	-6.2	1283	9	-1	i	3	5	750
CC[n+]1ccccc1/C=C/Nc1ccccc1	0.1%	i	26	i	1.4	2.2	1.4	9.3	-0.06	1531	0.3	1039	-4	-12	i	-8	-10	727
Cc1ccc(NC(=O)CN2C(=O)NC3(CCCc4ccccc43)C2=O)cc1S(=O)(=O)N1CCOCC1 (stereo unspecified)	0.2%	i	59	·	·	4.5	1.7	0.4	-0.27	1384	0.3	1016	7	9	i	13	-21	663
COc1ccc(CC(=O)NNS(=O)(=O)c2ccc(F)cc2)cc1OC	-0.3%	i	25	i	1.0	2.3	2.6	8.5	-0.01	1335	-0.4	1084	-11	-4	i	4	1	714
Cc1ccccc1S(=O)(=O)Cc1ccc(C(=O)NC2CCCC2)o1	1.2%	i	2	i	11	·	·	·	·	·	·	·	·	·	·	·	-3	754
O=Cc1ccc(Oc2cnccn2)cc1	1.1%	i	55	i	0.2	3.1	2.2	2.5	-0.36	1347	0.3	1194	1	4	i	6	-10	711
CCc1ccc(C2CC(c3ccc(Cl)cc3)=NNC2=O)cc1 (stereo unspecified)	-0.6%	i	49	i	0.8	1.5	1.5	2.4	-0.01	831	-4.6	1243	23	35	i	-1	-2	717
Cc1ccc2occ(/C=N/NC(=O)c3ccccc3O)c(=O)c2c1	1.9%	i	13	i	0.6	·	·	·	·	·	·	·	·	·	·	·	0	795
O=C(c1ccc(Cl)cc1)N1CCC(N2CCC(C(=O)N3CCOCC3)CC2)CC1	-0.8%	i	31	i	0.5	·	·	·	·	·	·	·	·	·	·	·	-2	811
CC1CCc2c(sc3nc(CN4CCOCC4)nc(N4CCc5ccccc5C4)c23)C1 (stereo unspecified)	-1.4%	i	14	i	2.4	3.2	1.7	9.5	-0.79	1303	-0.7	1100	23	-1	i	-12	1	633
CN(c1ccc(Cl)cc1)S(=O)(=O)c1nnc(NC(=O)c2ccco2)s1	0.1%	i	38	i	0.0	·	·	·	·	·	·	·	·	·	·	·	18	742
O=C(c1ccc2c(=O)n(Cc3ccccc3Cl)c(=S)[nH]c2c1)N1CCOCC1	-0.2%	i	28	i	0.0	·	·	·	·	·	·	·	·	·	·	·	-16	715
C1=CCC(CN2CCN(C3CCCCCC3)CC2)CC1 (stereo unspecified)	0.2%	i	49	i	0.4	2.3	3.3	13	-0.07	1313	0.1	1079	6	16	i	1	-5	734
CC(=O)C1=C(O)C(=O)N(c2nnn(C)n2)C1c1cccs1 (stereo unspecified)	0.1%	i	37	i	0.7	3.4	3.9	11	0.17	861	·	·	12	1	i	-5	·	·

Profiles, quoted from the list. Values in the order: West Nile virus CPE | T cell HTS | T cell HTS vesicle-bound % | Myeloid diff 2 | Myeloid diff 2 GFP+ MAC1+ % | MT stabilizer | MT stabilizer Hoechst-high % | MT stabilizer cytotoxicity % | Ins promoter up | Ins promoter up cell count | bCat nuc transl | bCat nuc transl cell count 5 µM | WT yeast gro inh | WT yeast gro inh mutant strain | Autophagy mod | Autophagy mod cell loss 18 h | Lipid droplet | Lipid droplet cells 6.5 µM
C1=CCC(CN2CCN(C3CCCCCC3)CC2)CC1 (stereo unspecified) is listed as 0.2% | i | 49 | i | 0.4 | 2.3 | 3.3 | 13 | -0.07 | 1313 | 0.1 | 1079 | 6 | 16 | i | 1 | -5 | 734
CC(=O)C1=C(O)C(=O)N(c2nnn(C)n2)C1c1cccs1 (stereo unspecified) is listed as 0.1% | i | 37 | i | 0.7 | 3.4 | 3.9 | 11 | 0.17 | 861 | · | · | 12 | 1 | i | -5 | · | ·
O=C(c1ccc2c(=O)n(Cc3ccccc3Cl)c(=S)[nH]c2c1)N1CCOCC1 is listed as -0.2% | i | 28 | i | 0.0 | · | · | · | · | · | · | · | · | · | · | · | -16 | 715
CCN1CCC2(CC1)N=C(c1ccc(F)cc1)C(=S)N2 is listed as 0.4% | i | 46 | i | 0.6 | 6.4 | 1.5 | 5.9 | · | · | -1.8 | 1172 | 2 | 5 | i | 4 | 1 | 685
CC1CCc2c(sc3nc(CN4CCOCC4)nc(N4CCc5ccccc5C4)c23)C1 (stereo unspecified) is listed as -1.4% | i | 14 | i | 2.4 | 3.2 | 1.7 | 9.5 | -0.79 | 1303 | -0.7 | 1100 | 23 | -1 | i | -12 | 1 | 633
